High-throughput results as filed in PubChem BioAssay.
Tn7 DDE FP = inhibitors of Tn7 peptide binding to fibrin DD(E), primary screen, biochemical, fluorescence polarization, human fibrin, Tn7 probe; Fibrinogen beta chain (Homo sapiens), P02675; AID 720508, 2013; inhibition, % at 8.3 µM; 0.13% of 370,000 active; FP displacement of FITC-Tn7 peptide from fibrin DD(E); 0% = median of compound wells per plate;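 active = inhibition above the mean of compounds falling within the control limits plus 3 SD of them, cut at about 14% in these data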;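 also: 0% = plate median of compound wells and 100% = 10 µM Aha-Tn7 peptide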
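Assay system: Human fibrin DD(E) protein | Medium: Tris buffer with calcium and detergent, pH 7.8 | Reagent: 0.1 µM fluorescent Tn7 | Compound dosing: Single point at 8.3 µM | Times: 10 min preincubation, 3 h with tracer, room temperature | Detection: Fluorescence polarization of the labelled Tn7 tracer | Controls: Aha-Tn7 high control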
MBD2 inh = inhibitors of MBD2 binding to methylated DNA, primary screen, biochemical, TR-FRET, DNA-binding domain, human; 0.31% of 370,000 active; inhibition, % at 4.4 µM; MBD2 binding to methylated oligonucleotide; in the data active = inhibition above about 13%
LEDGF integ inh = blockers of LEDGF/p75-dependent integrase strand transfer – biochemical, TR-FRET, high throughput, primary screen | 0.64% of 370,000 active | inhibition, % at 3.7 µM | TR-FRET IN-LEDGF/p75 DNA integration, Eu/Cy5;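 active = inhibition above the screen-wide mean plus 3 SD, cut at about 13% in these data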;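 also: signal is the Cy5 over europium emission ratio at 671 and 618 nm; 0% = plate median of compound wells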
proKLK7 act = proKLK7 zymogen activators, primary screen, biochemical, fluorescence intensity; AID 652039, 2013; purified proKLK7, EDANS-DABCYL substrate fluorescence; 100% is mature enzyme control, 0% vehicle; activation, % at 7 µM; Kallikrein-7 (Homo sapiens), P49862; 0.9% of 370,000 active;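 active = activation above the mean of all tested compounds plus 3 SD, computed per campaign excluding outliers beyond control limits, cut at about 13% in these data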
Target sequence (P49862 whole entry, looked up): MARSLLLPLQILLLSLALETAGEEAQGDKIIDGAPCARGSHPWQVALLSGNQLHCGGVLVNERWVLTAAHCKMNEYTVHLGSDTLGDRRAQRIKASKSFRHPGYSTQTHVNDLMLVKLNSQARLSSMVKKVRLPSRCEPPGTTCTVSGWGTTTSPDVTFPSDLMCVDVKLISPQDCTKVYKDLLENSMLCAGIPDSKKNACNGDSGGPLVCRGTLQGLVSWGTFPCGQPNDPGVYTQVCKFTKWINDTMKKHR
TCR CD3 inh = inhibitors of human TCR-CD3 interaction, primary screen, biochemical, fluorescence, TAMRA-labeled TCR probe | T-cell receptor (TCR) | 0.37% of 360,000 active | AID 651800, 2012 | inhibition, % at 9.4 µM; in the data active = inhibition above about 19%;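 also: recombinant mutant TCR 2C K166C tagged with TAMRA read by polarization; 0% = receptor in buffer alone and 100% = receptor with positive control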
PRMT1 inh = PRMT1 methyltransferase inhibitors, primary screen, biochemical, fluorescence polarization; 1.3% of 370,000 active; inhibition, % at 2.79 µM; recombinant PRMT1, activity-based probe fluorescence polarization; Protein arginine N-methyltransferase 1 (Homo sapiens), Q99873;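 active = inhibition above about 21% made by adding two undisclosed values, limit read from the data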
UHRF1 MBD2 ctr = UHRF1 methylated DNA binding inhibitors, primary screen, counter-screen for MBD2 inhibitor project, biochemical, TR-FRET, human UHRF1, single concentration; UHRF1 binding to methylated oligo; inhibition, % at 4.4 µM; 0.75% of 370,000 active; in the data active = inhibition above about 21%;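 also: UHRF1 SRA domain binding a hemimethylated CpG hairpin DNA probe; 0% = median of test compound wells and 100% = reference inhibitor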
Target sequence (Q96T88 whole entry, looked up, the tested form may be a part): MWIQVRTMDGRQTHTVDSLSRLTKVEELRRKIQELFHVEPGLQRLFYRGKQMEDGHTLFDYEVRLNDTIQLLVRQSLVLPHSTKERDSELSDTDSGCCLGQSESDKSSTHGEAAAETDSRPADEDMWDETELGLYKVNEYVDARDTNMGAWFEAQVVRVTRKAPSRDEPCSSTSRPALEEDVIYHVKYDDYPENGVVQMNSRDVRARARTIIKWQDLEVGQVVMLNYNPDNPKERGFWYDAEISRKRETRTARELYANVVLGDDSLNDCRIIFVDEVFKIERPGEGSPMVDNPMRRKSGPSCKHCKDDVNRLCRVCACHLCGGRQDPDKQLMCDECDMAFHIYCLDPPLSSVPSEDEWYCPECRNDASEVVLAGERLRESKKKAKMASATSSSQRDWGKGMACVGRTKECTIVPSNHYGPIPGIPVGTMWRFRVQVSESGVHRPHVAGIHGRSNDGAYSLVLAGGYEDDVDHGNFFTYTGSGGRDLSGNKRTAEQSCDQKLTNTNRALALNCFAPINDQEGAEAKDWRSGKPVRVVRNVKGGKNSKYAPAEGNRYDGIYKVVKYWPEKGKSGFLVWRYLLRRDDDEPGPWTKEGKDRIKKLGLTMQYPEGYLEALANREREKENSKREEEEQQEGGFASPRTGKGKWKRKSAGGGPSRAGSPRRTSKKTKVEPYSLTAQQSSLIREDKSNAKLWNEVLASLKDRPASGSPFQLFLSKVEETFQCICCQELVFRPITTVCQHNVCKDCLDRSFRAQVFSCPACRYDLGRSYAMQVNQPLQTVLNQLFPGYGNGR
SIAE inh = human SIAE inhibitors, primary screen, biochemical, fluorescence polarization, FP-Rh probe, 1536-well HTS; inhibition, % at 9.66 µM; Sialate O-acetylesterase (Homo sapiens), Q9HAT2; 0.69% of 370,000 active; SIAE FP-Rh probe binding;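 active = inhibition above a cutoff: mean of compounds within the control limits plus 3 SD of those, cut at about 17% in these data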;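 also: 0% = plate median of compound wells and 100% = probe without SIAE protein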
TDP2 absorb = human TDP2 enzyme inhibitors, primary screen, biochemical, epi absorbance, recombinant enzyme. Tyrosyl-DNA phosphodiesterase 2 (Homo sapiens), O95551. T5PNP hydrolysis, p-nitrophenol absorbance 415 nm. inhibition, % at 12.8 µM. 0.34% of 370,000 active. AID 720702, 2013;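 active = inhibition above the mean of all tested compounds plus 3 SD, set per campaign, cut at about 25% in these data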;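 also: 0% = DMSO with enzyme and 100% = buffer with substrate but no TDP2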
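test system = human TDP2 enzyme | input = TDP2 enzyme at 120 nM final | medium = 50 mM Tris-HCl pH 7.5 with Mg2+, KCl, DTT, BSA | also added = T5PNP substrate, 5 mM | times = 2 h at 37 °C | technique = epi absorbance | benchmarks = high control without enzyme, low control DMSO plus TDP2 | replication = each compound tested once, singlicate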
Tn6 DDE FP = inhibitors of Tn6 peptide binding to fibrin DD(E), primary screen, biochemical, fluorescence polarization, human fibrin, Tn6 probe; Fibrinogen beta chain (Homo sapiens), P02675; Fibrin DD(E) TRITC-Tn6 fluorescence polarization displacement; inhibition, % at 8.3 µM; 0.21% of 370,000 active;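 active = inhibition above a per-campaign cutoff: mean of compounds within control limits plus 3 SD, cut at about 15% in these data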;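 also: 0% = median of all compound wells on the plate and 100% = blocking peptide control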
Numbers without * were called inactive; . = no result given.

SMILES	Tn7 DDE FP	MBD2 inh	LEDGF integ inh	proKLK7 act	TCR CD3 inh	PRMT1 inh	UHRF1 MBD2 ctr	SIAE inh	TDP2 absorb	Tn6 DDE FP
O=C(CSc1nnc(-c2ccco2)o1)NCC(=O)c1ccccc1	-6	-3	1	-0.2	0	6	-1	-2	-7	-5
CNc1ccc(/C=C(\CCC(=O)O)c2nc3ccccc3s2)cc1[N+](=O)[O-]	1	-9	2	-0.4	1	5	-8	-14	14	-10
CC1CCCC(C)N1c1nnc(NC(=O)Cn2c(=O)oc3ccccc32)s1 (configuration not stated)	1	2	2	0.5	1	4	1	1	-5	-3
O=C(C(Cc1ccccc1)n1cccc1)N1CCCCC1 (configuration not stated)	-2	-1	3	0.2	3	-2	1	6	2	1
O=C(CN(CCc1ccccc1)C(=O)CNS(=O)(=O)c1ccc(F)cc1)NCc1ccco1	0	2	2	0.0	-9	5	6	-5	-13	-3
COc1ccc(NC(=O)C2(c3ccc(NC(=O)c4ccc(OC(C)=O)cc4)cc3)CCCC2)cc1	-5	-1	2	0.6	5	-2	10	-31	-1	2
CC(NC(=O)C(=O)NCCN1CCN(C(=O)c2ccc([N+](=O)[O-])cc2)CC1)c1ccccc1 (configuration not stated)	-1	-1	-6	-0.2	-6	1	2	0	-9	1
Cc1cccc(-c2noc(CN(C(=O)c3ccc(Br)o3)C(C)C)n2)c1	3	5	0	0.2	5	-2	14	-2	4	0
N#CC1=C2Nc3ccccc3N2C(=O)NC1(c1ccccc1)C(F)(F)F (configuration not stated)	-1	3	-1	-0.1	-3	2	2	3	-4	7
O=C(C[C@@H]1NS(=O)(=O)OC2CCCCC21)c1ccccc1 (some centres not stated)	-1	-6	-3	0.5	0	2	-2	0	5	5
O=C(COC(=O)COc1ccc(Nc2ccccc2)cc1)NCc1ccco1	-1	0	-1	0.2	0	6	-3	4	11	-3
Cc1ccc(NC(=O)c2c(NC(=O)CCC(=O)O)sc3c2CCCCC3)cc1	-3	-1	1	-0.1	-4	15	-2	4	-2	-1
O=C1CCC/C=C/C[C@H](CC(=O)N(CCO)Cc2ccccc2)C(=O)N[C@@H](Cc2ccccc2)CO1	6	1	0	0.1	-7	1	0	1	2	-3
O=C(O)CSc1nnc(-c2ccccc2)o1	-5	2	-1	0.5	0	-1	-1	4	-4	1
O=C(/C=C/c1ccco1)NCCCN1CCN(CCCNC(=O)/C=C/c2ccco2)CC1	2	-5	1	0.2	5	1	-3	2	-4	4
CCCCn1c(=O)[nH]c(=O)c2c1nc(CN1C(=O)c3ccccc3S1(=O)=O)n2CCC	-1	6	3	0.2	2	3	6	-12	-16	-7
CC1(C)Cc2cccc(OCC(=O)NCCc3ccc(S(N)(=O)=O)cc3)c2O1	-2	2	-1	0.0	5	0	1	-2	6	3
O=c1c2ccccc2nc(SCc2cc(F)ccc2F)n1C1CCCC1	0	-2	-2	0.1	6	-2	0	0	1	6
CCN1CCN(c2ccc(S(=O)(=O)N3CCOCC3)cc2NC(=O)c2ccc(C)c(C)c2)CC1	2	-2	9	0.5	6	-1	1	0	11	-2
CCOc1ccc(S(=O)(=O)NCCCn2ccnc2)cc1	-3	2	0	-0.3	6	-4	0	-4	3	-1
COc1ccc(N/C(C)=C2/C(=O)C(=O)N(CCO)C2c2ccc(Br)cc2)cc1 (configuration not stated)	2	-3	-3	0.7	-5	0	-2	4	11	5
CCOc1ccccc1C(=O)Nc1nncs1	5	2	0	-0.8	-2	-2	-1	-4	11	-1
Cc1ccccc1Nc1nc(N)nc(CSc2ccccc2)n1	5	3	2	0.0	-2	1	0	-7	-4	2
Cc1ccnc(NS(=O)(=O)c2ccc(C(C)(C)C)cc2)c1	-6	3	1	0.2	-1	0	2	-1	1	-1

Reprinted from the part before: 2 compounds; new compounds follow.
SMILES	Tn7 DDE FP	MBD2 inh	LEDGF integ inh	proKLK7 act	TCR CD3 inh	PRMT1 inh	UHRF1 MBD2 ctr	SIAE inh	TDP2 absorb	Tn6 DDE FP
Cc1ccccc1Nc1nc(N)nc(CSc2ccccc2)n1	5	3	2	0.0	-2	1	0	-7	-4	2
Cc1ccnc(NS(=O)(=O)c2ccc(C(C)(C)C)cc2)c1	-6	3	1	0.2	-1	0	2	-1	1	-1
Cc1ccc(NC(=O)Nc2ccc3c(c2)OCO3)cc1F	3	3	-2	0.1	-3	1	3	1	4	1
CCc1nc2ccc(C(=O)Nc3cc(-c4ccccc4)ccc3OC)cn2c1N(C)CCC(C)C	-8	1	1	-3.5	10	0	-3	-1	6	2
O=C(Nc1ccc(N2CCOCC2)cc1)c1cc2c(s1)CCCCC2	-6	-5	5	0.5	-7	-1	0	-4	-10	3
CCCCCCC1CC(CC(=O)Nc2ccc([N+](=O)[O-])cc2)C(=O)O1 (configuration not stated)	-2	2	-4	-0.2	1	1	3	-9	-1	6
CCOc1ccc(N2C(=O)CC(N(CCc3ccccc3)C(=O)/C=C/C(=O)O)C2=O)cc1 (configuration not stated)	5	-6	-1	0.2	5	2	-5	2	-3	-6
N#CCOC(=O)/C=C/c1ccc2c(c1)OCO2	0	2	-1	2.8	-5	-1	-4	-3	3	0
c1ccc(Nc2ccc(-n3ccnc3)nn2)cc1	3	-3	0	0.7	1	-3	-2	-1	-5	4
CC1CCCN(C(C(=O)Nc2ccc(C(C)C)cc2)c2ccc3c(c2)OCO3)C1 (configuration not stated)	3	4	-1	0.8	-3	2	3	6	2	0
O=C(/C=C/C(Cl)(Cl)Cl)Nc1ccc(Cl)cc1	-1	1	-4	0.2	-2	3	-1	-11	5	11
Cn1nnnc1SCC(=O)Nc1cccc(S(=O)(=O)N2CCCC2)c1	-4	2	1	-0.1	-3	-2	1	-1	-4	-2
O=C(O)C1C2C=CC(C2)C1C(=O)N1CCN(CCO)CC1 (configuration not stated)	9	-2	1	0.9	-3	1	0	0	5	-5
COc1ccc(OC)c(C(=O)c2ccc(C(=O)Nc3cccc4ccccc34)cc2)c1	2	1	-5	0.2	2	3	1	0	-7	0
COc1ccc(NC(=O)CN(C)C(=O)c2cccc(S(=O)(=O)Nc3ccc(F)cc3)c2)cc1	1	2	1	0.1	7	2	-2	6	4	-2
CCN(CC(=O)NC1CCS(=O)(=O)C1)c1nc(-c2cccnc2)nc2ccccc12 (configuration not stated)	1	3	-1	-0.1	14	-3	-6	0	-2	7
COc1ccc(CN2CCC(CNC(=O)Nc3ccc(Cl)cc3)CC2)cc1	1	5	-1	-0.9	.	4	2	0	-1	5
COc1cccc(NC(=O)Cn2nnc(C(=O)NCc3cccs3)c2N)c1	0	3	1	-0.3	-8	2	1	-2	4	-1
COc1cc(OC)cc(-c2cc(NC(C)=O)n[nH]2)c1	-9	2	1	0.5	1	-3	-2	4	2	5
CC(C)(C)c1nc(SCC(=O)Nc2nc3c(s2)CCCC3)c2ccccc2n1	-1	-1	-2	0.8	6	-1	2	1	8	-6
Cc1cccc(NC(=O)c2ccccc2O)c1C	-7	-7	4	0.0	-1	-1	-2	7	-7	2
O=C(O)c1ccc2c(=O)[nH]c(CCl)nc2c1	5	2	-6	0.4	-2	1	4	-8	-2	4
COc1cccc(NC(=O)CSc2nnc(CNC(=O)c3ccco3)n2C)c1	10	-5	1	-0.1	6	-2	-1	-1	-11	-4
COc1cc(C(=O)N/C(=C\c2cn(S(=O)(=O)N(C)C)c3ccccc23)C(=O)N2CCCC2)cc(OC)c1OC	1	5	-2	0.3	-1	2	4	-1	3	6
CS(=O)(=O)N1CCN=C1SCc1ccc([N+](=O)[O-])cc1	-4	1	-2	-0.3	-3	0	-3	-1	4	5
O=[N+]([O-])c1cccc(COc2ccc(CN3CCCCC3)cc2)c1	-3	7	-5	0.0	-6	1	21*	-3	5	-2
CC(C)N(C1=N/C(=C\c2ccco2)C(=O)N1c1ccccc1)C(C)C	-5	-3	3	-0.5	-2	12	2	-7	-5	1
COc1ccc(/C=N/NC(=O)c2[nH]c3ccc(Br)cc3c2-c2ccccc2)cc1	-5	-2	1	-4.8	2	-2	-6	-16	9	-7
Cc1ccc(C(=O)c2ccccc2C(=O)OCC(=O)Nc2ccc(SC(F)F)cc2)cc1	4	1	0	-0.6	4	2	4	-60	-3	-5
Cc1nc(C)c(C(=O)OC(C)C(=O)Nc2ccc(F)cc2)s1 (configuration not stated)	-3	3	1	0.7	2	-3	1	1	4	0
COC(=O)N/N=C(\C)c1ccc2ccccc2c1OC(F)F	11	-2	-2	-0.7	-1	1	1	4	0	6
O=[N+]([O-])c1ccc2nc(CCCO)[nH]c2c1	-8	4	4	-0.7	8	-3	-2	0	-10	-4
Cc1cccc(CN(CC(=O)N/N=C/c2cccs2)S(=O)(=O)c2ccc(Cl)cc2)c1	-2	0	3	-0.1	3	-2	0	-38	3	-6
COc1ccc(C(=O)CC(=O)C(=O)Nc2ccccc2Cl)cc1	-1	0	7	0.1	-3	-2	0	7	-11	-2
CN(CC(=O)Nc1c(Cl)cccc1Cl)C(=O)Cc1cccs1	2	-1	-3	1.1	-2	0	1	6	1	2
Cc1cc(C)cc(NC(=O)CS(=O)(=O)c2cccc3nsnc23)c1	2	4	-2	-0.1	2	2	7	1	-8	-4
COc1ccc(CNC(=O)CN(c2cccc([N+](=O)[O-])c2)S(C)(=O)=O)cc1	-6	4	-5	0.3	0	3	1	-6	-2	6
O=S(=O)(NCCSCc1ccc(Cl)c(Cl)c1)c1ccc2c(c1)OCCO2	5	0	2	0.5	2	-3	-6	-25	5	-4
Cc1ccc(N2C(=O)CC(C)CC2=O)cc1	-1	-5	1	0.6	2	0	-1	0	7	-4
O=C(c1ccc2c3n(nc2c1)-c1ccc(Cl)cc1CO3)N1CCCCC1	2	1	-1	1.1	4	1	-3	4	7	-10

Entries from the list above that have a tert-butyl group (2):
SMILES	Tn7 DDE FP	MBD2 inh	LEDGF integ inh	proKLK7 act	TCR CD3 inh	PRMT1 inh	UHRF1 MBD2 ctr	SIAE inh	TDP2 absorb	Tn6 DDE FP
Cc1ccnc(NS(=O)(=O)c2ccc(C(C)(C)C)cc2)c1	-6	3	1	0.2	-1	0	2	-1	1	-1
CC(C)(C)c1nc(SCC(=O)Nc2nc3c(s2)CCCC3)c2ccccc2n1	-1	-1	-2	0.8	6	-1	2	1	8	-6
